From PubChem
PMI inhibition – human PMI inhibitors, high substrate, primary screen, biochemical, fluorescence intensity, high mannose 6-phosphate (AID 1220); Mannose-6-phosphate isomerase (Homo sapiens); recombinant PMI enzyme, coupled fluorescence intensity; higher % means a stronger effect; inhibition, % at 20 µM, or IC50 in µM where a hit was titrated; 190,000 tested, 0.66% active
XIAP displacement – XIAP antagonists, biochemical, IAP family, fluorescence polarization (AID 1018) | E3 ubiquitin-protein ligase XIAP (Homo sapiens) | XIAP BIR domain, fluorescence polarization peptide displacement; higher % means a stronger effect | displacement, % at 20 µM, or IC50 in µM where a hit was titrated | 200,000 tested, 0.007% active; in the data active = displacement above about 50%; also: a part of the inactive calls stands beside numbers as strong as those of hits
P. falciparum M17LAP – P. falciparum M17LAP inhibitors, primary screen, biochemical, fluorogenic H-Leu-NHMec substrate, 1536-well (AID 1619); 220,000 tested, 0.38% active; Leucine aminopeptidase (Plasmodium falciparum (isolate 3D7)); one-dose inhibition, % at 30 µM; IC50 in µM for titrated hits; recombinant M17LAP, H-Leu-NHMec fluorogenic kinetic assay; higher % means a stronger effect;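 active = compound inhibiting the enzyme by more than half at any dose during confirmatory dose-response retesting; inconclusive = strong single-dose inhibitors picked by rank but not retested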;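 also: plate controls were full reaction with DMSO carrier for no effect and no enzyme background for full effect; strong numbers were not always called active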
LYP inhibition – inhibitors of LYP phosphatase, biochemical, fluorescence intensity, uHTS (AID 1779); one-dose inhibition, % at 11.5 µM; IC50 in µM for titrated hits; recombinant LYP phosphatase, fluorescence intensity; higher % means a stronger effect; Tyrosine-protein phosphatase non-receptor type 22 (Homo sapiens); 290,000 tested, 0.054% active;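 also: plate controls were vehicle with enzyme for no effect and no enzyme for full effect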
ER stress rescue – rescue of cells from ER stress-induced death, primary screen, 384-well, CSM14.1, thapsigargin, ATP luminescence (AID 1222); CSM14.1 thapsigargin-induced death rescue, ATP luminescence; higher % means a stronger effect; one-dose cellular ATP content (survival), % at 20 µM; EC50 in µM for titrated hits; 190,000 tested, under 10 active;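 active = EC50 below 50 µM in the dose-response confirmation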;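 also: death triggered by thapsigargin at about 15 µM added after 2 h compound pretreatment; cell ATP read after overnight thapsigargin exposure of roughly 18 to 22 hours; normalized against plate controls of thapsigargin alone and 5% DMSO vehicle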
Myeloid diff MLP – induction of myeloid progenitor differentiation, primary screen, cell-based, flow cytometry, MLPCN library; ER-HoxA9 myeloid progenitors, lysozyme-GFP differentiation; calls only at 10 µM; 360,000 tested, 1% active; AID 624256, 2012;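 active = normalized GFP-positive differentiation at or above the plate's own cutoff, the solvent-only control mean plus 3 SD; inconclusive = no clear call, values can overlap the other calls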;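 also: cells exposed to compound for four days before flow analysis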
human PMI inhibition – inhibitors of human PMI, primary screen, biochemical, fluorescence intensity, coupled assay (AID 1209); purified PMI enzyme, coupled fluorescence intensity; higher % means a stronger effect; inhibition, % at 20 µM; hits with a dose series show IC50 in µM; 190,000 tested, 0.42% active;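 also: plate controls were DMSO vehicle for no effect and wells lacking substrate for full effect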
M1AAP inhibition – P. falciparum M1AAP inhibitors, biochemical, fluorogenic H-Leu-NHMec substrate, 1536-well (AID 1445). Aminopeptidase N (Plasmodium falciparum (isolate 3D7)). recombinant M1AAP, H-Leu-NHMec fluorogenic kinetic assay; higher % means a stronger effect. inhibition, % at 30 µM; hits with a dose series show IC50 in µM. 220,000 tested, 0.42% active;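 active = primary inhibition above the hit cutoff, then over 50% inhibition at one or more dose response concentrations, cut at about 23% in these data, passing the limit was not always enough; inconclusive = conflicting primary data, or primary hits not chosen for dose response; inactive = low primary inhibition, or under 50% at every dose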;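 also: plate controls were DMSO full reaction for no effect and no enzyme background for full effect; strong numbers were not always called active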
TNAP activators – human TNAP enzyme activators, primary screen, biochemical, luminescent, no phosphate acceptor, uHTS (AID 1001); Alkaline phosphatase, tissue-nonspecific isozyme (Homo sapiens); purified TNAP, luminescent activation assay, no phosphate acceptor; higher activation fold means a stronger effect; activation fold at 20 µM, or EC50 in µM where a hit was titrated; 200,000 tested, 0.03% active; in the data active = activation fold from about 3, or a potency from the dose series; inactive = the rest, 99 in 100 with activation fold below about 1.6; also: many of its hits are not listed in these tables
Myeloid diff MLP GFP+ MAC1+ % – further read-out of Myeloid diff MLP, marked with its call; GFP+ MAC1+ double positive, %; measured here: differentiation confirmed by MAC1 staining
Numbers without * were called inactive. Rule as the data show it, unless noted: active = inhibition above about 50%; inactive = the rest.

How did C=C(C)CN1CCN(S(=O)(=O)c2ccc(C)c(N(C)S(=O)(=O)c3ccc(C)cc3)c2C)CC1 do in these assays?
PMI inhibition: 11.4%; XIAP displacement: -4.5%; P. falciparum M17LAP: 9.9%; LYP inhibition: 13.4%; ER stress rescue: 2.8%; Myeloid diff MLP: inactive; human PMI inhibition: 14.2%; M1AAP inhibition: 1.0%; TNAP activators: 1; Myeloid diff MLP GFP+ MAC1+ %: 1.2

What do the screens show for `Cc1cc(S(=O)(=O)NCc2ccco2)c(C)s1`?
PMI inhibition: -1.1%; XIAP displacement: -0.7%; P. falciparum M17LAP: -6.4%; LYP inhibition: -4.7%; ER stress rescue: -1.1%; Myeloid diff MLP: inactive; human PMI inhibition: 3.3%; M1AAP inhibition: 3.4%; TNAP activators: 1.1; Myeloid diff MLP GFP+ MAC1+ %: 2.5

Results for CCC(=O)N1CCc2cc(S(=O)(=O)N3CCc4ccccc4C3)ccc21 ?
PMI inhibition: 5.6%; XIAP displacement: -5.7%; P. falciparum M17LAP: 2.3%; LYP inhibition: -2.8%; ER stress rescue: -0.1%; Myeloid diff MLP: inactive; human PMI inhibition: 5.0%; M1AAP inhibition: -5.2%; TNAP activators: 1.1; Myeloid diff MLP GFP+ MAC1+ %: 0.6

Results for CCOc1ccc(S(=O)(=O)N2CCN(C(=O)c3sccc3C)CC2)cc1 ?
PMI inhibition: -6.7%; XIAP displacement: -3.4%; P. falciparum M17LAP: -2.0%; LYP inhibition: -1.3%; ER stress rescue: -1.8%; Myeloid diff MLP: inactive; human PMI inhibition: -4.9%; M1AAP inhibition: -8.2%; TNAP activators: 1.2; Myeloid diff MLP GFP+ MAC1+ %: 0.7

Results for CCOc1cc([C@@H]2C[C@H]3CN(c4ccccc4)C(=O)[C@]34CCCN24)ccc1OC ?
PMI inhibition: 57.1%*; XIAP displacement: -4.0%; P. falciparum M17LAP: -1.4%; LYP inhibition: -7.0%; ER stress rescue: 1.0%; Myeloid diff MLP: inconclusive; human PMI inhibition: 24.2%; M1AAP inhibition: -1.2%; TNAP activators: 1

How did Cc1ccc2nc3c(cc(C#N)c(=O)n3CCN3CCOCC3)c(=O)n2c1 do in these assays?
PMI inhibition: 7.9%; XIAP displacement: -1.8%; LYP inhibition: -12.5%; ER stress rescue: -1.2%; human PMI inhibition: -0.1%; TNAP activators: 1.1

What do the screens show for `Cn1c(-c2ccc(=O)[nH]c2)nc2ccccc21`?
PMI inhibition: 19.1%; XIAP displacement: -7.4%; P. falciparum M17LAP: 0.9%; LYP inhibition: -9.5%; ER stress rescue: -0.6%; Myeloid diff MLP: inactive; human PMI inhibition: 2.3%; M1AAP inhibition: 3.4%; TNAP activators: 1.1; Myeloid diff MLP GFP+ MAC1+ %: 0.1

What do the screens show for `CC(C)Oc1ccc(C(=O)NCc2cccnc2)cc1`?
PMI inhibition: 10.0%; XIAP displacement: -0.1%; P. falciparum M17LAP: 4.0%; LYP inhibition: -4.4%; ER stress rescue: -0.4%; Myeloid diff MLP: inactive; human PMI inhibition: 6.9%; M1AAP inhibition: 4.9%; TNAP activators: 1.1; Myeloid diff MLP GFP+ MAC1+ %: 0.5

What do the screens show for `Cc1ccc(C)c(NS(=O)(=O)c2ccc3[nH]c(=O)[nH]c3c2)c1`?
P. falciparum M17LAP: 4.5%; LYP inhibition: -3.9%; Myeloid diff MLP: inactive; M1AAP inhibition: -1.1%; Myeloid diff MLP GFP+ MAC1+ %: 0.7

How did CCOc1ccc(-c2nnn(CC(=O)Nc3ccccc3OC)n2)cc1OCC do in these assays?
PMI inhibition: 7.0%; XIAP displacement: -3.6%; P. falciparum M17LAP: -4.7%; LYP inhibition: -9.5%; ER stress rescue: 1.5%; Myeloid diff MLP: inactive; human PMI inhibition: 13.2%; M1AAP inhibition: 2.1%; TNAP activators: 1; Myeloid diff MLP GFP+ MAC1+ %: 5.9

How did CCOC(=O)/C(C#N)=C1/SC(CC)C(=O)N1c1ccc(Br)cc1 (stereo not drawn) do in these assays?
PMI inhibition: -6.2%; XIAP displacement: -5.7%; P. falciparum M17LAP: 0.9%; LYP inhibition: -3.9%; ER stress rescue: 0.5%; Myeloid diff MLP: inactive; human PMI inhibition: -10.7%; M1AAP inhibition: 9.8%; TNAP activators: 1; Myeloid diff MLP GFP+ MAC1+ %: 0.5

How did Cc1ccc2nc(Nc3nc(=O)c4ccccc4n3C)nc(C)c2c1 do in these assays?
PMI inhibition: -23.5%; XIAP displacement: -7.8%; LYP inhibition: -6.7%; ER stress rescue: -2.1%; human PMI inhibition: -15.5%; TNAP activators: 1.1

What do the screens show for `CCOC(=O)C1CCCN(C(=O)c2cnn3c(C(F)(F)F)cc(-c4ccccc4)nc23)C1` (stereo not drawn)?
PMI inhibition: 6.4%; XIAP displacement: 1.4%; P. falciparum M17LAP: 5.4%; LYP inhibition: 1.5%; ER stress rescue: 8.8%; Myeloid diff MLP: inactive; human PMI inhibition: 10.0%; M1AAP inhibition: 8.1%; TNAP activators: 1.1; Myeloid diff MLP GFP+ MAC1+ %: 9.2

How did Cn1c(C(=O)N2CCN(c3cccc(C(F)(F)F)c3)CC2)cc2sccc21 do in these assays?
PMI inhibition: 14.5%; XIAP displacement: -6.1%; P. falciparum M17LAP: -1.7%; LYP inhibition: 2.3%; ER stress rescue: 4.1%; Myeloid diff MLP: inactive; human PMI inhibition: 26.9%; M1AAP inhibition: 7.8%; TNAP activators: 1.1; Myeloid diff MLP GFP+ MAC1+ %: 0.5

Results for Nc1nc(CN2CCc3ccccc3C2)nc(Nc2ccccc2)n1 ?
PMI inhibition: -12.5%; XIAP displacement: -9.3%; P. falciparum M17LAP: 9.0%; LYP inhibition: -5.5%; Myeloid diff MLP: inactive; human PMI inhibition: -7.7%; M1AAP inhibition: -0.5%; TNAP activators: 1; Myeloid diff MLP GFP+ MAC1+ %: 0.1

Results for COCCN(CCOC)c1ncc(Cl)c(C(=O)c2c(C)cc3ccccn23)n1 ?
PMI inhibition: -4.1%; XIAP displacement: -3.9%; P. falciparum M17LAP: -0.8%; LYP inhibition: -7.2%; ER stress rescue: 2.7%; Myeloid diff MLP: inactive; human PMI inhibition: -4.7%; M1AAP inhibition: 1.6%; TNAP activators: 1; Myeloid diff MLP GFP+ MAC1+ %: 4.1

How did O=C(CCl)Nc1ccccc1C(=O)c1ccccc1 do in these assays?
PMI inhibition: -3.9%; XIAP displacement: -6.5%; P. falciparum M17LAP: -1.8%; LYP inhibition: 2.4%; Myeloid diff MLP: inactive; human PMI inhibition: -13.8%; M1AAP inhibition: -0.1%; TNAP activators: 1.1; Myeloid diff MLP GFP+ MAC1+ %: 1.3

Results for CCN(C(=O)COC(=O)c1cc(OC)c(OC)cc1[N+](=O)[O-])C1CCS(=O)(=O)C1 (stereo not drawn) ?
PMI inhibition: 9.4%; XIAP displacement: -2.9%; P. falciparum M17LAP: 18.2%; LYP inhibition: -1.5%; ER stress rescue: 2.8%; Myeloid diff MLP: inactive; human PMI inhibition: 3.6%; M1AAP inhibition: 1.9%; TNAP activators: 1.2; Myeloid diff MLP GFP+ MAC1+ %: 0.4

Results for Fc1cccc(C2CC(c3cccc(Br)c3)Nc3nnnn32)c1 (stereo not drawn) ?
PMI inhibition: 11.8%; XIAP displacement: -1.6%; P. falciparum M17LAP: 2.9%; LYP inhibition: -1.0%; ER stress rescue: -2.6%; Myeloid diff MLP: inactive; human PMI inhibition: 9.2%; M1AAP inhibition: 3.1%; TNAP activators: 1.1; Myeloid diff MLP GFP+ MAC1+ %: 0.4

Results for CNC(=S)N(Cc1ccccc1)Cc1cccnc1 ?
P. falciparum M17LAP: 9.8%; LYP inhibition: -0.1%; Myeloid diff MLP: inactive; M1AAP inhibition: 0.4%; Myeloid diff MLP GFP+ MAC1+ %: 0.3

2 consecutive compounds from above, for reference:
How did CCOC(=O)/C(C#N)=C1/SC(CC)C(=O)N1c1ccc(Br)cc1 (stereo not drawn) do in these assays?
PMI inhibition: -6.2%; XIAP displacement: -5.7%; P. falciparum M17LAP: 0.9%; LYP inhibition: -3.9%; ER stress rescue: 0.5%; Myeloid diff MLP: inactive; human PMI inhibition: -10.7%; M1AAP inhibition: 9.8%; TNAP activators: 1; Myeloid diff MLP GFP+ MAC1+ %: 0.5

How did Cc1ccc2nc(Nc3nc(=O)c4ccccc4n3C)nc(C)c2c1 do in these assays?
PMI inhibition: -23.5%; XIAP displacement: -7.8%; LYP inhibition: -6.7%; ER stress rescue: -2.1%; human PMI inhibition: -15.5%; TNAP activators: 1.1

Next part.
How did C/C(CCC(C)C)=N\NS(=O)(=O)c1ccc(C)c([N+](=O)[O-])c1 do in these assays?
P. falciparum M17LAP: -7.1%; LYP inhibition: -2.7%; Myeloid diff MLP: inactive; M1AAP inhibition: -2.3%; Myeloid diff MLP GFP+ MAC1+ %: 0.3

What do the screens show for `COc1cccc(/C=N/n2c(SC)nnc2-c2ccccc2)c1O`?
PMI inhibition: 17.5%; XIAP displacement: 1.5%; P. falciparum M17LAP: 8.1%; LYP inhibition: -2.5%; ER stress rescue: -2.1%; Myeloid diff MLP: inactive; human PMI inhibition: 6.9%; M1AAP inhibition: 14.2%; TNAP activators: 1.1; Myeloid diff MLP GFP+ MAC1+ %: 0.6

What do the screens show for `Cc1cnnc2c1-c1no[n+]([O-])c1CC2`?
PMI inhibition: -3.7%; XIAP displacement: -7.0%; P. falciparum M17LAP: -1.7%; LYP inhibition: -0.4%; ER stress rescue: -0.1%; Myeloid diff MLP: inactive; human PMI inhibition: 7.2%; M1AAP inhibition: 4.0%; TNAP activators: 1; Myeloid diff MLP GFP+ MAC1+ %: 5.7

Results for COc1ccc(CNC(=O)/C=C/C(=O)O)cc1 ?
P. falciparum M17LAP: 8.4%; LYP inhibition: -0.2%; Myeloid diff MLP: inactive; M1AAP inhibition: 5.1%; Myeloid diff MLP GFP+ MAC1+ %: 0.7

How did CC(=O)c1cccc(NC(=O)COc2ccccc2)c1 do in these assays?
PMI inhibition: 12.1%; XIAP displacement: -2.3%; P. falciparum M17LAP: -4.7%; LYP inhibition: 1.4%; Myeloid diff MLP: inactive; human PMI inhibition: 6.7%; M1AAP inhibition: 2.2%; TNAP activators: 1.1; Myeloid diff MLP GFP+ MAC1+ %: 1.3

How did CCC(C)c1ccc(O)c(NC(=O)c2cccnc2)c1 (stereo not drawn) do in these assays?
PMI inhibition: -10.3%; XIAP displacement: 0.0%; P. falciparum M17LAP: 3.8%; LYP inhibition: -4.4%; ER stress rescue: -1.9%; Myeloid diff MLP: inactive; human PMI inhibition: -10.3%; M1AAP inhibition: 6.8%; TNAP activators: 1.1; Myeloid diff MLP GFP+ MAC1+ %: 1.4
